High-throughput results as filed in PubChem.
KDM5B inhibitor = Primary screen for KDM5B Histone Demethylases FDH-coupled qHTS; KDM5B demethylase, FDH-coupled NADH fluorescence (FDH is formaldehyde dehydrogenase); Lysine-specific demethylase 5B (Homo sapiens), Q9UGL1; hit rate 2.6% among 220,000; Potency, µM (series often up to 57.7 µM), for inactives: at the highest dose activity change, negative = inhibition, actives largely listed as inhibitors; active = well fitted inhibition curve with a large enough effect; inconclusive = small, poorly fitted or top-dose-only effect; inactive = no such curve, though single readings can be large or run the other way; note: 0% is about no effect; nearly all actives have a fitted effect of over 70% in size
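KDM5BΔAP (200 nM final) in 50 mM HEPES pH 7.5, 0.01% Tween-20 was preincubated 10 min at RT with compound over a concentration range. Substrate mix (H3K4me3 12.5 µM, α-KG 25 µM, Fe²⁺, ascorbate, NAD⁺, FDH) was added, and NADH fluorescence change over 30 min gave dose-response curves.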
The depositor's hits bear a star; ? = inconclusive; [ ] = remark or other dose. Potency is the fitted concentration of half-maximal effect.

cpd	SMILES	KDM5B inhibitor
1	COc1ccccc1C(=O)N1CCC2(CC1)NC(=O)c1ccccc1O2	9%
2	Cc1cccc(C(=O)N2c3nc(-c4ccco4)nn3C3(CCCCC3)[C@@H]3CCCC[C@@H]32)c1	?
3	Cc1cc(NC(=O)c2cccc(S(=O)(=O)N3CCCCC3)c2)no1	?
4	CN(Cc1ccccc1)Cc1cn(C[C@H]2O[C@@H](CC(=O)N3CCCC3)[C@H](O)[C@@H]2O)nn1	-13%[86.2 µM]
5	Cc1cccc(OCCCn2c(CCNC(=O)C3CCCCC3)nc3ccccc32)c1	12%
6	O=C(c1ccc2c(c1)N(Cc1ccc(F)cc1)C(=O)c1ccccc1S2=O)N1CCOCC1 (stereo unspecified)	-9%
7	CC1=C[C@@H](CNC(=O)c2cncnc2)[C@H](C(C)C)C[C@H]1CC(=O)N(C)Cc1ccccc1	-13%[86.2 µM]
8	CC(=O)Nc1ccc2oc(-c3ccc(C)cc3)cc(=O)c2c1	30%[activator]
9	CCNC(=O)N1CCOc2ccc(CN3CCOCC3)cc2C1	5%
10	O=C(OCc1nc2ccccc2o1)c1ccccc1	-19%
11	CCS(=O)(=O)N1CCC(Cc2nncn2C)C1 (stereo unspecified)	4%
12	CC(C)OCCCNC(=O)Cn1nc2c(cc1=O)CCCCC2	27%
13	Cc1ccc(C(=O)NCC(=O)OCc2cc(=O)n3c(C)csc3n2)cc1	?
14	CCCN1CC(=O)N2C(c3ccccc3)c3[nH]c4ccccc4c3C[C@H]2C1=O (stereo partly specified)	-3%
15	COCc1cccc(C(=O)NCc2ccc(C#N)cc2)c1	10%
16	COc1ccc(OC)c(NC(=O)C(CCSC)NS(=O)(=O)c2cccs2)c1 (stereo unspecified)	6%
17	Cc1ccc(C(=O)N/N=C/c2ccccc2)cc1	11%
18	O=C(Cc1ccccc1)OCC(=O)c1ccc(-c2ccccc2)cc1	?
19	COc1ccc(NC2=NC(C(=O)Nc3cc(Cl)ccc3OC)CC(=O)N2)cc1 (stereo unspecified)	13%
20	COC(=O)c1cnc(NC(=O)Cc2ccc(-c3ccccc3)cc2)s1	3%
21	CN(C)[C@@H]1CO[C@H](CNS(=O)(=O)c2ccccc2)[C@H]1O	-6%[86.2 µM]
22	Brc1ccc(-c2noc(-c3cccs3)n2)o1	12%
23	Cc1ccccc1NC(=O)CC(NCc1cccnc1)C(=O)O (stereo unspecified)	3%
24	Cc1ccc(CNC(=O)c2cc3c(s2)-c2ccc(Cl)cc2SC3)cc1	?
25	O=C(NCCn1cc(SCc2ccc(Cl)cc2)c2ccccc21)c1cccs1	-27%
26	CC1=C(C(=O)OCC(F)(F)C(F)(F)F)C(c2ccc3c(c2)OCO3)NC(=O)N1 (stereo unspecified)	-4%
27	CC[C@H]1CN(C(=O)C2CC2)CC[C@H]1CC(=O)NCc1cccnc1	-29%[86.2 µM]
28	COC(=O)c1ccccc1NC(=O)N1CCC(n2c(C)nc3cccnc32)CC1	?
29	Cn1cccc1C(=O)N1CCC(c2noc(COc3ccc(F)cc3)n2)CC1	13%
30	Cn1c(SCC(=O)Nc2sccc2C(N)=O)nnc1-c1ccncc1	-2%
31	Cc1ccc(C(C)C)c(OCC(=O)Nc2ccc(S(=O)(=O)Nc3nccs3)cc2)c1	-11%
32	COc1ccccc1CCNC(=O)Cc1c(C)c2c(cc(C)c3c(C)coc32)oc1=O	-39%
33	Cc1ccc(C(=O)/C=C/c2ccc(F)c(Br)c2)o1	-29%
34	CCN1CCN(C(C)CNC(=O)NCc2csc(C)n2)CC1 (stereo unspecified)	-7%
35	CCn1c(CC2CCNCC2)nn(Cc2cc(C3CCCCC3)no2)c1=O	-10%
36	Cc1ccc(NC(=O)C2CCC(CNS(=O)(=O)c3cccc4nsnc34)CC2)c(C)c1 (stereo unspecified)	11%[11.5 µM]
37	Cc1nc(NC(=O)Cn2nc3c(cc2=O)CCCC3)sc1C	2%
38	CC1CCc2sc(C(=O)N/N=C/c3ccc(O)cc3)cc2C1 (stereo unspecified)	355%[activator]
39	CC(C)(C)c1ccc(-c2nc(S(=O)(=O)c3ccccc3)c(N3CCOCC3)o2)cc1	?
40	Oc1ccc2ccccc2c1C=Nc1c(F)c(F)c(F)c(F)c1F	-17%
41	O=C(c1n[nH]c(=O)c2ccccc12)N1CCCC1c1nc2ccccc2s1 (stereo unspecified)	14%
42	Cn1c(=O)c([N+](=O)[O-])c(NCCCn2ccnc2)c2ccccc21	25%
43	COc1cc(NC(=O)CSc2nc(-c3ccco3)cc(C(F)(F)F)n2)cc(OC)c1OC	15%
44	COc1ccccc1C(=O)N1CCC(c2c[nH]c3ccccc23)(c2c[nH]c3ccccc23)CC1	-27%
45	COc1ccccc1N1CCN(CC[C@H]2CN(C(=O)Nc3ccccc3)CC[C@H]2CC(=O)O)CC1	-9%

Ordered by the number under KDM5B inhibitor (highest first): four from the list above
cpd	SMILES	KDM5B inhibitor
43	COc1cc(NC(=O)CSc2nc(-c3ccco3)cc(C(F)(F)F)n2)cc(OC)c1OC	15%
5	Cc1cccc(OCCCn2c(CCNC(=O)C3CCCCC3)nc3ccccc32)c1	12%
1	COc1ccccc1C(=O)N1CCC2(CC1)NC(=O)c1ccccc1O2	9%
9	CCNC(=O)N1CCOc2ccc(CN3CCOCC3)cc2C1	5%

Other entries follow.
No.	SMILES	KDM5B inhibitor
46	Cn1nc(C2CCN(C(=O)[C@H]3CC(=O)NC(=O)N3)CC2)n(-c2ccccc2)c1=O	21%
47	COCC(=O)NCCc1noc(-c2cccnc2)n1	0%
48	CC1=C(C(=O)OC(C)C)C(c2cccc(Cl)c2Cl)CC(=O)N1 (stereo unspecified)	15%
49	C=CCNC(=O)Cc1ccc(N(Cc2ccc(OC)cc2)C(=O)c2ccco2)cc1	14%
50	COc1ccc(-c2cc(N3CCC(NC(=O)c4ccc(C)s4)CC3)n[nH]2)cc1	-25%
51	CC(=O)NCCC(=O)N1CCCCC1C(=O)Nc1ccc(-n2nc(C)cc2C)cc1 (stereo unspecified)	-22%
52	COc1ccc2c(C(F)(F)F)cc(=S)[nH]c2c1	?
53	NC(=O)c1nsc(C(=O)N(c2ccccc2F)C(C(=O)NCc2ccc(F)cc2)c2ccc(O)cc2)c1N (stereo unspecified)	?

Among those listed so far, these have a furan ring, fused or not:
No.	SMILES	KDM5B inhibitor
2	Cc1cccc(C(=O)N2c3nc(-c4ccco4)nn3C3(CCCCC3)[C@@H]3CCCC[C@@H]32)c1	?
22	Brc1ccc(-c2noc(-c3cccs3)n2)o1	12%
32	COc1ccccc1CCNC(=O)Cc1c(C)c2c(cc(C)c3c(C)coc32)oc1=O	-39%
33	Cc1ccc(C(=O)/C=C/c2ccc(F)c(Br)c2)o1	-29%
43	COc1cc(NC(=O)CSc2nc(-c3ccco3)cc(C(F)(F)F)n2)cc(OC)c1OC	15%
49	C=CCNC(=O)Cc1ccc(N(Cc2ccc(OC)cc2)C(=O)c2ccco2)cc1	14%

Further compounds follow:
No.	SMILES	KDM5B inhibitor
54	COc1cc(C(=O)Nc2ccc(N3CCOCC3)nc2)cc2c1OCCO2	?
55	COc1ccc(NC(=O)Nc2cccc(-c3ccc(N4CCC(C)CC4)nn3)c2)cc1OC	1%
56	Cn1cnc2c1c(=O)n(CC(=O)Nc1ccc(N3CCCCCC3)cc1)c(=O)n2C	-33%
57	COc1cccc(CC(=O)N[C@@H]2CN(Cc3ccccn3)C[C@H]2CN(C)C)c1	-30%
58	O=C(CSc1nc2cc([N+](=O)[O-])ccc2o1)Nc1ccc(F)c(F)c1	?
59	CCOc1ccc(-n2c(SCC(=O)N3CCCc4ccccc43)nc3c(c2=O)SCC3)cc1	17%
60	c1ccc(-c2cn3c(n2)CO[C@@H](CNCc2cccs2)C3)cc1	0%[86.2 µM]
61	COc1cccc2cc(/C=C/C(=O)c3ccc(C)o3)oc12	-13%
62	OB(O)c1cc2ccccc2s1	17%
63	COc1ccc(-c2noc(-c3nc(Cc4ccccc4)no3)n2)cc1	32µM*
64	COC(=O)CCNC(=O)N1CCc2[nH]cnc2C1c1cccc(Cl)c1Cl (stereo unspecified)	21%
65	COC(=O)CO[C@@H]1CO[C@H]2[C@@H]1OC[C@@H]2NC(=S)Nc1cc(C)cc(C)c1	28µM*
66	COc1cccc(/C=C/c2nc(C#N)c(N(C)Cc3ccccc3)o2)c1	?
67	COC(=O)CN1CCN(CCC(C)C)CC1	23%
68	Cn1nccc1C(O)c1cc2n(n1)CCN(CC(=O)N1CCOCC1)C2 (stereo unspecified)	-6%
69	O=C(NCCC1CCN(C(=O)Nc2ccc(F)cc2)CC1)C1CCCC1	-3%
70	COc1cc2c(cc1OC)CN(c1ccc3ccccc3n1)CC2	?
71	COc1ccccc1CNC(=O)C1Cn2cccc2C(=O)N1Cc1cccnc1 (stereo unspecified)	-13%
72	Cc1noc(C)c1C(=O)N1Cc2ccccc2CC2(CCN(CC3CCNC3)CC2)C1 (stereo unspecified)	-13%[115 µM]
73	CCn1ncc(N2CCC(NC(=O)CC3CCCCC3)CC2)cc1=O	-12%
74	CC(NC(=O)c1ccc(Cl)o1)c1nc(-c2ccc(F)cc2)no1 (stereo unspecified)	-12%
75	Cc1ccc(Cl)c(OCc2n[nH]c(=S)n2C)c1	5%
76	COc1cc(-c2nc3c(c(=O)[nH]c(=O)n3Cc3ccccc3)n2CC2CCCO2)ccc1O (stereo unspecified)	-2%
77	C[S+](=O)([O-])c1ccc(-c2cc3c(cn2)CN(CCc2ccccc2)CCN3)cc1	40µM*
78	COc1ccc(NC(=O)Nc2ccc(F)c(-c3nnc(-c4ccccc4)o3)c2)c(OC)c1	12%
79	C=C(C)CNC(=O)CC1COc2ccc(C(=O)NCCOC)cc2N1C (stereo unspecified)	?
80	CCCCCc1ccc(-c2ccc(C#N)cc2)nc1	17%
81	CCCN1CCN(c2nnc(-n3cccc3CN3CCN(c4ccccc4)CC3)s2)CC1	22%
82	COc1ccc(C(=O)NCC(=O)N2CCCCCNC(=O)CC2c2ccccc2)cc1F (stereo unspecified)	4%
83	CCNS(=O)(=O)c1ccc(C(=O)N2CCCC2c2ccc3c(c2)OCCO3)cc1 (stereo unspecified)	3%
84	Cc1ccc(/C=C/C(=O)Nc2ccc3nc(N4CCC(C)CC4)cc(C)c3c2)cc1	-25%
85	CSc1cccc(NC(=O)CNc2ccccc2C(=O)NC2CC2)c1	?
86	COc1ccc(C(=O)/C=C/c2ccc(C(F)(F)F)cc2)cc1F	-5%
87	COc1ccccc1-c1ccc2ncc(Nc3ccccc3)n2n1	?
88	COc1ccc([C@H]2C[C@@H](O)[C@@H](O)[C@@H]2NS(=O)(=O)c2ccccc2)cc1	5%[86.2 µM]
89	COc1cccc(N2CC(NC(=O)Cc3cccs3)CC2=O)c1 (stereo unspecified)	-10%
90	O=C1NC(=NC2CCCCC2)C2(CCN(Cc3ccc(F)cc3)C2)N1c1cc(F)cc(F)c1 (stereo unspecified)	-3%[115 µM]
91	CCN1C(=O)CCc2cc(NC(=O)c3ccn(CC)n3)ccc21	-6%
92	CCOC(=O)c1ccc(NC(=O)C(=O)NCc2ccco2)cc1	12%[11.5 µM]
93	Cc1noc(-c2cccc(OC3CN(C(=O)C4CCOC4)C3)c2)n1 (stereo unspecified)	13%
94	COc1ccc(S(=O)(=O)N(CCc2ccccc2)CC(=O)Nc2cccc(OC)c2)cc1	-2%
95	COc1ccc(CNC(=O)COC(=O)c2cc(Cl)c[nH]2)cc1	-27%
96	O=C1NC2(CCN(Cc3ccccc3)CC2)Oc2ccccc21	8%[86.2 µM]
97	O=C(COC(=O)c1cc(=O)c2ccccc2o1)c1ccc(Cl)c(Cl)c1	5%
98	Cc1ccc(-c2nn(C)c(=O)c3ccccc23)cc1S(=O)(=O)NCCCO	3%
99	O=S(=O)(c1ccc(F)cc1)N(CC(O)Cn1c2ccccc2c2ccccc21)c1ccccc1 (stereo unspecified)	?
100	CC(=O)c1ccc(-n2c(CCC(=O)O)ccc2-c2ccccc2)cc1	13%
101	CNC(=O)C(C)N(C)C(=O)c1coc(CN2CCN(c3ccccc3F)CC2)n1 (stereo unspecified)	?

Of the compounds above, 3 have a cyano group:
No.	SMILES	KDM5B inhibitor
15	COCc1cccc(C(=O)NCc2ccc(C#N)cc2)c1	10%
66	COc1cccc(/C=C/c2nc(C#N)c(N(C)Cc3ccccc3)o2)c1	?
80	CCCCCc1ccc(-c2ccc(C#N)cc2)nc1	17%

(cont.)
No.	SMILES	KDM5B inhibitor
102	O=C(Cn1c(=O)nc(-c2ccccc2)c2ccccc21)NCc1ccccc1Cl	-15%
103	Cc1ccc(Nc2cc(C)c(C#N)c3nc4ccccc4n23)c(C)c1	-9%
104	O=C(c1ccccc1Cl)N1CCC(CCc2ccc(O)cc2)CC1	-11%
105	COc1cccc(C2CC(=O)Oc3c2c(=O)[nH]c2ccccc32)c1 (stereo unspecified)	?
106	O=C(CCCCCC(=O)N/N=C/c1cc2c(cc1[N+](=O)[O-])OCO2)N/N=C/c1cc2c(cc1[N+](=O)[O-])OCO2	11%
107	CC(=O)c1ccc(N2CCN(C(=O)CCc3ncc(-c4ccc(F)cc4)o3)CC2)c(F)c1	-18%
108	C=C(C)C1CC=C(C)/C(=N/O)C1 (stereo unspecified)	31%[activator]
109	Cc1ccc(S(=O)(=O)NC[C@H]2O[C@H](Cc3cc(-c4cccc(O)c4)on3)CC[C@@H]2O)cc1	-24%
110	CC(=O)Nc1ccc(NC(=O)C(=O)N/N=C/c2cccnc2)cc1	?
111	CCc1ccccc1S(=O)(=O)N(C)CC1CCOCC1	8%
112	COc1cccc(C(c2sc3nc(-c4ccco4)nn3c2O)N2CCN(c3ccccc3F)CC2)c1 (stereo unspecified)	-13%
113	C=CCc1ccc(C(=O)N2CCCC3(CCC(=O)N(C4CC4)C3)C2)cc1 (stereo unspecified)	7%
114	O=C1NCc2ccccc2CC12CCCN(CC1CC=CCC1)C2 (stereo unspecified)	?
115	COc1ccc(-c2nc(Cn3ncc4ccccc4c3=O)co2)cc1	10%
116	CSc1nc(=O)c2c(n1C)NC(=O)CC2c1ccc(C)cc1C (stereo unspecified)	13%

Only part of the results is shown; the hit share may differ from the screen's.
